Assay outcomes: PubChem BioAssay, several laboratories
SUMO HTRF inh: SUMOylation inhibition; HTRF SUMOylation assay, SAE1/SAE2 + UBC9, in vitro; P63279; inhibition, % at 35 µM; 0.36% of 290,000 active; in the data active = inhibition above about 50%, passing the limit was not always enough; also: strong numbers were not always called active
Target sequence (P63279 whole entry, looked up): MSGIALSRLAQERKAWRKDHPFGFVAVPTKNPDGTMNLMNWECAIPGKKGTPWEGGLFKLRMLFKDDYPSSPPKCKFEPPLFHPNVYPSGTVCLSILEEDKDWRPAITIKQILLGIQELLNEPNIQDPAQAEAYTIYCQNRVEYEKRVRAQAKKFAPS
VIM-2 inh: inhibitors of Pseudomonas aeruginosa VIM-2 metallo-beta-lactamase; 0.89% of 290,000 active; inhibition, % at 5.6 µM; purified VIM-2, nitrocefin hydrolysis, epi-absorbance fluorescence; AID 1527;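 active = inhibition above the mean of all tested compounds plus 3 SD, cutoff set per screening run, cut at about 7.5% in these data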;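 also: red hydrolysis product quenches plate fluorescence so inhibitors raise well fluorescence; 0% = enzyme with DMSO and 100% = DMSO without enzyme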
HCV NS3 hel inh: HCV NS3 helicase inhibition; NS3 helicase DNA unwinding, Cy5 molecular beacon fluorescence; inhibition, % at 10.9 µM; 0.56% of 290,000 active; AID 1800;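 active = inhibition above the mean of all tested compounds plus 3 SD, set per campaign, cut at about 35% in these data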;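 also: 0% = DMSO wells and 100% = thioflavine S control wells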
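Measured by: Cy5 fluorescence, 0 and 60 min reads / Assay system: NS3 helicase fragment of HCV / Control set: low DMSO, high thioflavine S at 110 µM / Times: 1 h reaction at 25 °C, ATP-initiated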
CRFR2-BP antag: blocks CRF-induced signaling of the CRF-BP/CRF-R2 complex | inhibition, % at 11.8 µM | 0.59% of 350,000 active | HEK293 CRF-R2/CRF-BP, CRF-induced calcium fluorescence;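 active = inhibition of the ligand-induced calcium signal above about 50% at the single tested concentration, limit read from the data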
IDE act: boosts human insulin-degrading enzyme activity in HEK cells; P14735; FAbeta-B cleavage, fluorescence polarization; 0% vehicle, 100% cell-free pure enzyme wells; activation, % at 5.96 µM; 0.073% of 340,000 active;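 active = activation above the mean of all tested compounds plus 3 SD, set per screening campaign, cut at about 17% in these data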
p-CIP stab down: lowers stability of the mouse p/CIP coactivator protein | decrease of EGFP signal, % at 10 µM | 0.01% of 290,000 active | F442A p/CIP-EGFP cells, EGFP fluorescence, 16 h | AID 1984;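 active = EGFP signal decrease of at least 30% at 10 µM or well 3 SD below plate mean, unless failing retest; inactive = the rest, including hits failing retest or dose response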; also: some compounds called inactive have numbers as strong as hits; many of its hits are not listed in these tables
IMP-1 inhibitor: blocks Pseudomonas aeruginosa IMP-1 metallo-beta-lactamase. purified IMP-1, nitrocefin hydrolysis, epi-absorbance fluorescence. inhibition, % at 5.6 µM. 0.45% of 290,000 active;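 active = inhibition above the mean plus 3 SD of all compounds in the same screening run, cut at about 4.5% in these data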;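 also: 0% = IMP-1 with DMSO and 100% = DMSO wells lacking enzyme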
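Material – recombinant IMP-1 enzyme, purified · Amount – IMP-1 0.2 nM before substrate addition · Medium – HEPES buffer pH 7.1 with ZnSO4 and Brij 35 · Timing – 25 °C, 15 min preincubation, 25 min reaction · Measured by – plate fluorescence quenching by hydrolysis product, ex 480/em 530 nm · Read-out – percent enzyme inhibition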
IDE cell inh: cellular human IDE inhibition | AID 434962 | 0.41% of 320,000 active | HEK cells, FAbetaB cleavage, fluorescence polarization | inhibition, % at 5.59 µM | P14735;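 active = percent inhibition above the average of all tested compounds plus 3 SD, set per screening campaign, cut at about 16% in these data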;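 also: IDE supplied by intact live HEK cells; FP after avidin binding of uncleaved biotin substrate so inhibition keeps polarization high; 0% = DMSO wells and 100% = 60 µM reference IDE inhibitor Ii1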
GalR3 antagonist: antagonists of human GalR3 | HEK293 GalR3-CNG cAMP membrane potential fluorescence; galR3 body fused to GalR1 C-terminus | 0.44% of 360,000 active | AID 651719 | O60755 | inhibition, % at 3 µM;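 active = inhibition above the screen-wide average plus 3 SD, cut at about 13% in these data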;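 also: forskolin and galanin both at EC90 stimulate the cells; cAMP rise reported by CNG channel membrane potential dye signal; 0% = forskolin plus galanin with DMSO and 100% = forskolin alone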
Target sequence (O60755 1-299 limits assumed): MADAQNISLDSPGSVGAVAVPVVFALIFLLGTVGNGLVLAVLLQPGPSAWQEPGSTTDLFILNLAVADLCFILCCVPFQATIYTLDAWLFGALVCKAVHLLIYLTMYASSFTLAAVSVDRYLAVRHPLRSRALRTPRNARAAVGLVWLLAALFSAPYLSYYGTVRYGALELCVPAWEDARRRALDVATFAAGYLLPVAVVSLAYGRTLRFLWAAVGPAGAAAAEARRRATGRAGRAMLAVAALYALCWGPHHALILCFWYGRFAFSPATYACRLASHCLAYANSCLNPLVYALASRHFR
Starred values were filed as active, the others as inactive; / = no result given.

SMILES	SUMO HTRF inh	VIM-2 inh	HCV NS3 hel inh	CRFR2-BP antag	IDE act	p-CIP stab down	IMP-1 inhibitor	IDE cell inh	GalR3 antagonist
COc1ccc(C2N(c3ccc(OC)cc3)C(=O)C3CCCN32)cc1 (stereo not drawn)	1	-4.8	-5	4	-2	7	-2.2	1	3
COc1ccc(OC)c(C2=Nn3c(nnc3C3CCCCC3)SC2)c1	8	0.9	0	9	-2	-3	-3.1	12	-2
O=C(O)c1cccc2c1C(=O)c1ccc(-c3ccc(OC(F)(F)F)cc3)cc1S2(=O)=O	/	/	/	0	-5	/	/	2	-6
OCCCNc1ncnc2c1[nH]c1ccccc12	18	0.5	6	0	-5	8	0.1	5	10
CCCn1nc2cc(C(=O)NC3CCCc4ccccc43)ccc2c1OCC (stereo not drawn)	7	-1.8	-3	16	-1	-9	-1.5	3	-4
CC1CCC2C(C1)OS(=O)(=O)NC2(C)C (stereo not drawn)	-3	-0.2	41*	/	/	0	-1.4	-2	/
O=C(/C=C/c1ccc(Cl)cc1Cl)NC(=S)Nc1ccccn1	26	-4.7	6	9	0	2	-3.2	6	2
CN(C)c1cccc(C(=O)Nc2cc(C(F)(F)F)ccc2-n2cnc3ccccc32)c1	0	-4.0	10	-35	3	-7	-5.9	-1	1
Cc1nc(SCC(=O)NCCc2ccc(Cl)cc2)nc(C)c1C	-4	-3.1	5	13	0	-14	-3.3	-4	-7
CC(=O)Nc1ccc(NC(=O)C(C)Sc2nnc(C3CC3)n2-c2ccccc2)cc1 (stereo not drawn)	/	/	/	4	4	/	/	-4	-2
CCOc1ccc(C(=O)Nc2nnc(SCC(=O)NCC3CCCO3)s2)cc1OCC (stereo not drawn)	26	-1.3	0	-24	4	1	-2.8	-3	-3
Cc1nn(-c2ccccc2)c2sc(-c3n[nH]c(=S)o3)cc12	41	0.2	20	15	2	-3	-1.4	5	-4
Cc1nn(CC(=O)OCC(=O)Nc2ccccc2[N+](=O)[O-])c(C)c1[N+](=O)[O-]	18	-3.6	10	6	-1	-19	-3.0	0	-3
O=C(CSc1nccc(=O)[nH]1)NC1CCCCCC1	/	/	/	-2	0	/	/	1	-2
COc1ccccc1-n1cnc2c(c1=O)c1nc3ccccc3nc1n2CCc1ccccc1	12	-2.5	-5	16	2	-6	-0.2	1	-2
Cc1cc(S(=O)(=O)n2cnc3cc([N+](=O)[O-])ccc32)ccc1Cl	-3	-1.3	3	-7	3	3	-4.3	-4	2
Cc1cc(NC(=O)CCC(=O)N(CC(=O)NCC2CCCO2)c2ccc3c(c2)OCCO3)no1 (stereo not drawn)	4	-6.0	-1	7	4	-6	-3.8	0	-3
COc1cc2c(cc1NC(=O)C(C)Sc1ccc(NC(C)=O)cc1)oc1ccccc12 (stereo not drawn)	-30	-2.5	-1	-6	1	0	1.1	3	3
CCOC(=O)c1c(NC(=O)CN2CCCCC2)sc(C)c1C	-27	-0.8	-17	-51	2	4	0.0	0	-5
CCOC(=O)n1c(=O)n(C)c2ccc(Cl)cc21	-8	-1.2	1	12	-5	8	-3.9	0	1
COc1cccc(-c2cc(C(=O)Nc3cc(OC)c(OC)c(OC)c3)no2)c1	-2	-4.4	-9	-10	0	13	-4.5	-2	-8
N=C1C(c2nc(-c3cccc([N+](=O)[O-])c3)cs2)=C(O)CN1NC(=O)c1ccco1	-10	-0.2	-1	13	5	-10	0.2	3	-4
O=S(=O)(NCC(c1cccnc1)N1CCN(Cc2ccccc2)CC1)c1cc(F)ccc1F (stereo not drawn)	10	-2.8	-26	6	-2	-7	-2.7	-5	-5
CCOC(=O)N1CCN(S(=O)(=O)c2cccc3ccc(C)nc23)CC1	10	-3.9	6	-15	-2	-8	-3.1	7	-6
CC1CCc2sc(NC(=O)C3CC(Cl)=CCC3C(=O)O)c(C#N)c2C1 (stereo not drawn)	3	-1.1	31	18	/	14	-2.4	-1	-2

Just HCV NS3 hel inh and IMP-1 inhibitor, for 4 of the compounds above:
mol | HCV NS3 hel inh | IMP-1 inhibitor
CC1CCC2C(C1)OS(=O)(=O)NC2(C)C (stereo not drawn) | 41* | -1.4
O=C(/C=C/c1ccc(Cl)cc1Cl)NC(=S)Nc1ccccn1 | 6 | -3.2
CN(C)c1cccc(C(=O)Nc2cc(C(F)(F)F)ccc2-n2cnc3ccccc32)c1 | 10 | -5.9
Cc1nc(SCC(=O)NCCc2ccc(Cl)cc2)nc(C)c1C | 5 | -3.3

(list continues)
SMILES	SUMO HTRF inh	VIM-2 inh	HCV NS3 hel inh	CRFR2-BP antag	IDE act	p-CIP stab down	IMP-1 inhibitor	IDE cell inh	GalR3 antagonist
CN(C)c1c(F)cc(-c2nn[nH]n2)cc1F	19	-2.3	-21	4	-1	-12	-3.7	4	-4
O=C(Cc1cccc(C(F)(F)F)c1)NCC(c1ccco1)N1CCCCC1 (stereo not drawn)	-3	-2.4	2	-9	6	-12	-1.9	-4	0
O=c1cccc2n1Cc1cc3ccccc3nc1-2	40	-4.8	-5	0	2	-8	-4.2	-3	-3
O=C1CN(c2nc(-c3ccccc3)c3cc(Br)ccc3n2)c2ccccc2N1	11	-0.5	19	/	/	-10	-1.7	-2	/
Clc1ccc(C(c2ccccc2)N2CCNCC2)cc1 (stereo not drawn)	-9	-3.0	-13	-50	-5	7	0.4	1	-5
COC(=O)c1ccc(OCCn2cnc3ccccc3c2=O)cc1	14	-1.0	5	8	8	-10	-2.4	-1	-3
Cc1cccc(NS(=O)(=O)c2c(C)nc3scc(C)n3c2=O)c1	3	2.1	21	-12	8	-5	1.2	1	-9
Cc1cc(C)n(CC(O)COc2ccc3ccccc3c2)n1 (stereo not drawn)	10	-2.8	-5	-9	2	-15	-2.2	4	-3
O=C(Nc1ccccc1C(=O)Nc1ccc(Br)cn1)c1cccc([N+](=O)[O-])c1	13	2.4	8	-1	-3	-3	1.4	4	-2
O=[N+]([O-])/C(C(=C(Cl)Cl)N1CCOCC1)=C1\NCCO1	13	1.5	2	2	0	-3	-2.3	-2	2
CC(=O)Nc1ccc(NC(=O)CCn2nnc3ccccc32)cc1	12	1.5	-9	12	3	0	-2.7	-2	-1
CCO[C@H]1OC(C(=O)NCc2ccccc2)=C[C@@H](c2ccc3c(c2)OCO3)[C@@H]1CCCO	1	0.7	-1	-4	1	-4	-0.2	-1	-4
O=C(c1ccc(-c2cc(Cl)ccc2Cl)o1)N1CCOCC1	15	-0.9	-7	-5	6	-1	-2.2	-2	12
O=C(NCCCn1ccnc1)c1ccc(Br)s1	4	-3.5	0	-20	1	-10	-3.3	/	-6
Cc1cccc(NC(=O)CN2CCN(C(=O)C3CCN(C(=O)/C=C/c4ccccc4)CC3)CC2)c1C	/	/	/	-5	-3	/	/	0	1
COc1ccc(NC(=O)CN2C(=O)C(c3ccccc3)=NC23CCCCCC3)cc1	-5	-1.5	8	-3	1	-15	-3.2	1	-1
N#CC1(NC(=O)COC(=O)c2cc([N+](=O)[O-])ccc2N2CCOCC2)CCCCC1	/	/	/	-4	2	/	/	1	-3
O=C1CC(N2C(=O)/C(=C/C=C/c3ccccc3)SC2=S)C(=O)N1c1ccccc1 (stereo not drawn)	20	-0.2	10	-8	-3	-8	0.6	7	-3
N#CC1=C(N)Oc2cc(N)ccc2C1c1cccnc1 (stereo not drawn)	8	-3.5	8	-5	0	0	-1.4	-1	-6
COC(=O)c1c(NC(=O)c2cnccn2)sc2c1CCC2	-6	2.2	4	-2	5	-5	2.1	10	-1
COc1ccc(NCC(=O)N/N=C/c2c(C)nn(Cc3ccccc3)c2Cl)cc1	-15	-2.2	-6	-29	2	0	1.1	-4	-2
COC(=O)c1ccc(CSc2nc3c(c(=O)n2-c2ccccc2)SCC3)o1	15	-0.5	5	18	2	12	-1.7	-1	/
CCOc1cc(CNC2CCCC2)cc(Cl)c1OCc1ccccc1	4	-3.3	-72	39	-1	-4	0.2	5	-11
CCc1nc2ccc(C(=O)N(C)CC(=O)Nc3cccc(F)c3)cc2nc1CC	/	/	/	1	3	/	/	3	1
Nn1c(SCc2c(F)cccc2F)nnc1-c1ccccn1	4	-1.3	11	4	8	7	-1.2	0	-4
O=C(O)CSCC(=O)N(Cc1ccccc1)c1nc(-c2ccccc2)c(-c2ccccc2)s1	25	-1.3	-12	21	5	-11	-1.9	8	-9
O=C(COC(=O)c1ccc(F)c(S(=O)(=O)N2CCOCC2)c1)NCc1ccc2c(c1)OCO2	/	/	/	-5	2	/	/	-2	4
Cc1ccc(CNC(=O)CSc2c3c(nc4cc(Cl)ccc24)CCCC3)o1	18	0.3	15	-22	-5	-7	-2.1	-2	-2
Cc1ccc(S(=O)(=O)Cc2nnnn2-c2ccccc2)cc1	-4	-2.5	0	5	2	-4	-3.2	3	-3

Filtered by structure, those above with a CF3 group (3)
SMILES	SUMO HTRF inh	VIM-2 inh	HCV NS3 hel inh	CRFR2-BP antag	IDE act	p-CIP stab down	IMP-1 inhibitor	IDE cell inh	GalR3 antagonist
O=C(O)c1cccc2c1C(=O)c1ccc(-c3ccc(OC(F)(F)F)cc3)cc1S2(=O)=O	/	/	/	0	-5	/	/	2	-6
CN(C)c1cccc(C(=O)Nc2cc(C(F)(F)F)ccc2-n2cnc3ccccc32)c1	0	-4.0	10	-35	3	-7	-5.9	-1	1
O=C(Cc1cccc(C(F)(F)F)c1)NCC(c1ccco1)N1CCCCC1 (stereo not drawn)	-3	-2.4	2	-9	6	-12	-1.9	-4	0

An excerpt from above in order of their number in IDE cell inh, highest first:
SMILES	SUMO HTRF inh	VIM-2 inh	HCV NS3 hel inh	CRFR2-BP antag	IDE act	p-CIP stab down	IMP-1 inhibitor	IDE cell inh	GalR3 antagonist
Cc1ccc(S(=O)(=O)Cc2nnnn2-c2ccccc2)cc1	-4	-2.5	0	5	2	-4	-3.2	3	-3
Nn1c(SCc2c(F)cccc2F)nnc1-c1ccccn1	4	-1.3	11	4	8	7	-1.2	0	-4
O=[N+]([O-])/C(C(=C(Cl)Cl)N1CCOCC1)=C1\NCCO1	13	1.5	2	2	0	-3	-2.3	-2	2

Hits appear at their usual frequency; 3.2% or so of the library scored in one or more.
